Assay outcomes deposited in PubChem by National Center for Advancing Translational Sciences (NCATS).
AMA1-RON2 inh – qHTS for Inhibitors of AMA1-RON; Towards Development of Antimalarial Drug Lead: Primary Screen. 360,000 tested, 0.2% active. AlphaScreen AMA1-biotinylated RON2 peptide binding. Potency, µM (top dose mostly 58.2 µM), without a hit: at the top dose activity change, negative = inhibition, hits mostly inhibitors;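 note: potency is the fitted concentration of half-maximal effect; 0% = vehicle wells and -100% = peptide control; nearly all actives have a fitted effect of over 45% in size; some results filed as inactive show a strong effect at the top dose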
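AMA1 (3D7) with his tag at 25 nM final met compounds first, then biotinylated RON2 peptide at 25 nM; detection used donor plus acceptor beads, 10 µg/mL apiece, read by AlphaScreen after 30 min at room temperature.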
FBPA Giardia inh – qHTS Assay for Inhibitors of Fructose-1,6-bisphosphate Aldolase from Giardia Lamblia; Potency, µM (highest dose often 59.6 µM), without a hit: at the top dose activity, negative = inhibition, hits mostly inhibitors; purified Giardia FBPA; 290,000 tested, 0.71% active; A8B2U2; note: potency is the fitted concentration of half-maximal effect; nearly all actives have a fitted effect of over 55% in size
Target sequence (A8B2U2 whole entry, looked up): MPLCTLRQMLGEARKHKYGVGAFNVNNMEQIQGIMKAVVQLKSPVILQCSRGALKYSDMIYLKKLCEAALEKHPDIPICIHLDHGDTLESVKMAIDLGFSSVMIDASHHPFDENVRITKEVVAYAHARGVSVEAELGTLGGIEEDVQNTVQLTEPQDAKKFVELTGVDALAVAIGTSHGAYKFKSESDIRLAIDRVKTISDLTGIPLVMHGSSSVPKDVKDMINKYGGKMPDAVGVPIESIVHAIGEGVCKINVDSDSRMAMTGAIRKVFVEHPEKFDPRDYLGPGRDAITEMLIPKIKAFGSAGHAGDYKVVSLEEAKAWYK
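Giardia FBPA (40 nM reagent) was preincubated 10 min at RT with compound (up to 57.5 uM final), then substrate plus GAPDH/TPI/NAD/arsenate coupling system with diaphorase/resazurin was added; resorufin fluorescence (525/598 nm) was read after 20 min.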
AmpC inh detg – qHTS Inhibitors of AmpC Beta-Lactamase (assay with detergent) | AID 485294, 2010 | Potency, µM (highest dose often 114 µM), without a hit: at the top dose activity change, negative = inhibition, usual class: inhibitors | 370,000 tested, 0.041% active | AmpC hydrolysis of nitrocefin, absorbance 480 nm, 0.01% Triton;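 note: potency is the fitted concentration of half-maximal effect; 0% = no-compound wells and -100% = no-enzyme wells; nearly all actives have a fitted effect of over 25% in size; some results filed as inactive show a strong effect at the top dose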
Target sequence (P00811 whole entry, looked up): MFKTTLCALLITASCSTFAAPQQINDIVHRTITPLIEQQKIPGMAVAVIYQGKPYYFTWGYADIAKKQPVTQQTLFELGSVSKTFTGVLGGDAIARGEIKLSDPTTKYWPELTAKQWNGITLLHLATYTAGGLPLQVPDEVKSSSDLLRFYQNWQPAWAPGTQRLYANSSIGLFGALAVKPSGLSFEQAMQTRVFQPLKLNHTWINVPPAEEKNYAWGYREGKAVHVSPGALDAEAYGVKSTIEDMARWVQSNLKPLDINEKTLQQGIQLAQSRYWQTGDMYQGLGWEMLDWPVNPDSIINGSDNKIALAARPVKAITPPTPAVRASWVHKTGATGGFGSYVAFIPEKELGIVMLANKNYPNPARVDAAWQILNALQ
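20 mM phosphate pH 7.0 + 0.01% (detergent screen) or 0.0001% Triton X-100; 5.3 nM AmpC reagent; cpd preinc 15 min RT; nitrocefin (800 uM stock) to start; A480 q20 s × 4 min; Activity was normalised to no-enzyme and no-compound control wells.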
HCMV antiviral – qHTS Assay for inhibitors of the human cytomegalovirus (HCMV). 410,000 tested, 4.5% active. activity change, negative = inhibition, % at 57.5 µM. HFF cells, HCMV-luciferase reporter, 72 h; stronger effect = lower value; in the data active = activity change below about -60%; inconclusive = no clear call, values can overlap the other calls; inactive = above about -39%
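Two compound doses tested in HFFs infected with HCMV-luciferase, MOI 1 PFU/cell, 72 h at 37C. Lysate luminescence read with OneGlo; data normalized against buffer-only and 10uM Salinomycin inhibitor controls.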
Sm TGR inh – qHTS Assay for the Inhibitors of Schistosoma Mansoni Peroxiredoxins; Schistosoma mansoni thioredoxin glutathione reductase (TGR), Q962Y6; purified TGR, DTNB reduction, TNB absorbance 405 nm; Potency, µM (titrated, usually from 114 µM), without a hit: at the highest dose activity change, negative = inhibition, usual class: inhibitors; 360,000 tested, 3% active; AID 485364, 2010; note: potency is the fitted concentration of half-maximal effect; nearly all actives have a fitted effect of over 60% in size
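Kinetic colorimetric format: TGR-catalysed, NADPH-driven DTNB reduction monitored via TNB absorbance. Enzyme dispensed at 20 nM; compound exposure 15 min at room temperature before reaction start.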
AmpC inh no detg – qHTS Inhibitors of AmpC Beta-Lactamase (assay without detergent); P00811; AmpC nitrocefin hydrolysis, absorbance 480 nm, 0.0001% Triton; Potency, µM (top dose mostly 57.1 µM), inactives show at the highest dose activity change, negative = inhibition, usual class: inhibitors; 330,000 tested, 0.52% active; AID 485341, 2010;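 note: potency is the fitted concentration of half-maximal effect; plate controls were no compound for no effect and no enzyme for full effect; nearly all actives have a fitted effect of over 20% in size; some results filed as inactive show a strong effect at the top dose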
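AmpC (5.3 nM in the dispensed reagent) in 20 mM phosphate pH 7.0 with 0.01% (detergent screen) or 0.0001% Triton X-100 was preincubated with compounds for 15 min at room temperature. Nitrocefin was then added from an 800 uM solution, and hydrolysis was followed at 480 nm.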
An asterisk follows results filed as active; ? = inconclusive; · = not tested or not shown; [ ] = remark or other dose. Unless noted, calls come from the whole dose curve; as a rule, active = well fitted curve in the direction sought with a large enough effect; inconclusive = small, poorly fitted or top-dose-only effect, or another doubt; inactive = no such curve, though single readings can be large; an effect the other way counts as inactive or inconclusive. Unless noted, % is set by controls: 0 for no effect and ±100 for the full control effect.

Order of values: AmpC inh detg	AmpC inh no detg	HCMV antiviral	AMA1-RON2 inh	Sm TGR inh	FBPA Giardia inh
- COc1cccc(NC(=O)CN2C(=O)CC(c3ccco3)Sc3ccccc32)c1 (centres undefined)
→ 10%	·	-105*	·	0%	·
- C=CCn1c(SCc2ccc(C#N)cc2)nnc1-c1cccc(Cl)c1
→ ?	-3%	?	-4%	-20%	1%
- Cc1ccc(-c2nn(-c3ccccc3)cc2/C=N/NC(=O)c2ccncc2)o1
→ -7%	-24%[11.4 µM]	?	9%	-68%	-8%
- Cc1ccc(NC(=S)NNC(=S)Nc2ccc(C)cc2C)cc1
→ ?	-41%	?	-9%	·	3%
- COc1ccc(N2C(=O)CC(Nc3cccc([N+](=O)[O-])c3)C2=O)cc1 (centres undefined)
→ 2%	-25%	-4	-1%	?	0%
- CC(/C=C1\SC(=S)N(CC(=O)N2CCN(c3ccccc3)CC2)C1=O)=C\c1ccccc1
→ 0%	-28%	?	?	-1%	-2%
- Cc1nc(-c2ccc(NC(=O)C(C)(C)C)cc2)c(-c2ccccc2)o1
→ -10%	-8%	-27	6%	0%	1%
- Cc1ccc(-c2nnc(SCC(=O)N(CC(C)C)c3c(N)n(Cc4ccccc4)c(=O)[nH]c3=O)n2N)cc1
→ -14%	44%	10	-7%	2%	·
- Cc1cccc[n+]1CC(=O)Nc1ccc([N+](=O)[O-])cc1Cl
→ -7%	-12%	15	38%	2%	-1%
- CCCC1Cc2c(sc3ncnc(N)c23)CO1 (centres undefined)
→ ?	-24%	-13	15%	?	-11%
- NC(=O)C[n+]1cccc2ccccc21
→ 3%	3%	30	14%	-8%	8%
- O=C(NC1CC1)c1cc2ccccc2o1
→ -14%	-5%	25	-1%	-1%	9%
- CCOC(=O)Cc1csc(NC(=O)CSc2nnc(C)n2C)n1
→ -9%	-22%	4	-6%	1%	2%
- Cc1ccccc1N1C(=O)CN(Cc2sccc2C)C1=S
→ ?	-6%	-25	28%	-2%	0%
- CCCSc1cc(N2CCCC2)nc(-c2ccccc2)n1
→ -4%	-23%	-1	4%	-21%	3%
- N#Cc1nc(COc2cccc(Cl)c2)oc1NCCc1ccccc1
→ ?	·	8	·	0%	·
- O=C(CNS(=O)(=O)c1ccc2ccccc2c1)OCc1nnc(-c2ccccc2)o1
→ -14%	-20%	28	-5%	-4%	-6%
- COc1ccc(OC)c(-n2c(SC)nnc2-c2c[nH]c3ccccc23)c1
→ -12%	-10%	11	-3%	-8%	-2%
- Cc1ccc(C)c(NC(=O)C2CC(=O)N(C(C)C)C2)c1 (centres undefined)
→ -13%	-23%	-3	14%	4%	1%
- CCc1cccc(C)c1NC(=O)CCS(=O)(=O)c1ccc2c(c1)oc(=O)n2C
→ 6%	·	1	·	25µM*	·
- CCc1ccccc1NC(=O)C1=CN2CCS(=O)(=O)N=C2C=C1
→ -18%	0%	-14	-3%	0%	·
- CCCCNc1nc(Oc2ccc(=O)n(C)n2)nc(N2CCOCC2)n1
→ 11%	·	41	·	2%	·
- CCOC(=O)N1CCC(NC(=O)Cn2c3ccccc3c3cn[nH]c(=O)c32)CC1
→ ?	-15%	·	·	-2%	-1%
- O=C(/C=C/c1ccc(Cl)cc1)NC1CC2CCC1C2 (centres undefined)
→ -8%	1%[2.29 µM]	-38	-3%	-1%	-23%
- Cc1ccc(CCNC(=O)c2ccc3c(c2)nc2n3CCOC2)cc1
→ 3%	·	9	·	2%	·
- O=C(NC1CCN(C(=O)N2c3ccccc3Sc3ccccc32)CC1)c1ccco1
→ -12%	18%	?	10%	-10%	-1%
- CC(C)[C@H](NC(=O)c1ccccc1)C(=O)OCC(=O)Nc1ccc(Cl)cc1C(F)(F)F
→ -1%	20%	2	3%	-4%	0%
- Cc1c(NC(=O)Oc2ccccc2)sc(=S)n1C
→ -9%	-13%	66	-2%	?	-2%
- N#Cc1ccccc1NC(=O)COC(=O)c1ccc(F)cc1F
→ 0%	-19%	1	-8%	10%	·
- CC(=O)C1=C(c2ccccc2)N(C(C)=O)n2c(C)nnc2S1
→ 2%	0%	?	-4%	-3%	4%
- CC(=O)Nc1ccc(S(=O)(=O)Nc2cc([N+](=O)[O-])ccc2C)cc1
→ -17%	-23%	-16	-2%	-13%	11%
- CCc1ccc(C2=CC(c3cccc(C)c3)n3c(nc4ccccc43)N2)cc1 (centres undefined)
→ -5%	·	-17	·	-17%	·
- CCc1sc(C(=O)Nc2ccsc2C(=O)OC)cc1Br
→ -20%	-6%	46	12%	-2%	-5%
- CCN(CC)CCCNc1oc(-c2ccc(OC)cc2)nc1C#N
→ -5%	·	-12	·	8%	·
- CCCCn1c(N)c(N(Cc2ccccc2OC)C(=O)c2sccc2C)c(=O)[nH]c1=O
→ -19%	-24%	-25	-8%	-3%	·
- Cn1c(O)c(N=Nc2ccccc2)c2ccccc21
→ -9%	17%	179	11%	45µM*	-8%
- CCN(CCNc1ccc([N+](=O)[O-])c2cccnc12)S(=O)(=O)c1ccccc1
→ -6%	-39%	2	-21%	2%	1%
- O=C(CN(Cc1ccco1)C(=O)CNS(=O)(=O)c1ccc(Cl)cc1)NCc1ccco1
→ 2%	-7%	4	-10%	-11%	14%
- O=C(NCc1ccccc1)c1cccc(COc2cc(Cl)ccc2Cl)c1
→ -4%	-38%	17	4%	-14%	6%
- CSc1nc2nc(C)c(CCC(=O)OCC(=O)Nc3ccc(F)cc3)c(C)n2n1
→ -13%	41%	-3	25%	-3%	·
- O=C(Nc1c(Cl)cccc1Cl)c1cc(-c2ccco2)on1
→ 1%	-18%	-15	-1%	-1%	·
- CC1=NN(c2ccccc2)C(=O)/C1=C\c1c(C)[nH]n(-c2ccccc2)c1=O
→ -2%	-9%	-22	-11%	-1%	3%
- CCOc1ccc(-c2cc(N)n(S(=O)(=O)c3cccc4nsnc34)n2)cc1
→ 7%	-35%	-23	-13%	-2%	-2%
- Cc1ccc(NS(=O)(=O)c2cccc(C(=O)Nc3cccnc3)c2)c(C)c1
→ ·	-16%	-14	10%	·	·
- Cc1cc(C)n(-c2nc3c(c(=O)[nH]c(=O)n3C)n2CC(C)C)n1
→ 4%	-4%	-29	-6%	-5%	1%
- CN(CC(=O)Nc1ccccc1Br)C(=O)CN1CCN(Cc2cccc(Cl)c2)CC1
→ ·	221%[activator]	?	10%	·	·
- CC(C)CC(OC(=O)c1ccco1)C(=O)NC1CCCCC1 (centres undefined)
→ 32µM*	13%	13	3%	-10%	12%
- Cc1c(C(=O)N2CCCC2)sc(NC(=O)c2ccc(Cl)cc2)c1C#N
→ ?	-26%	-8	?	6%	2%
- COc1ccc(Cl)cc1S(=O)(=O)Nc1ccc(Cl)cn1
→ -2%	-14%	28	0%	10%	-2%
- CCN(CC)C(=O)[C@H]1C[C@H](CC(=O)NCCCN(C)C)C(=O)N2CCc3c([nH]c4cc(-c5ccco5)ccc34)[C@]12C
→ ·	206%[activator]	-14	-24%	·	·
- N#C/C(=C\c1cccc(F)c1)c1nc(-c2cc3ccccc3oc2=O)cs1
→ 7%	·	9	·	-12%	·
- COc1ccccc1C(=O)c1cn(CC(=O)Nc2ccccc2F)c2nc(C)ccc2c1=O
→ 3%	·	-2	·	8%	·
- O=C(NCCN1CCN(C(=O)c2ccc(Br)cc2)CC1)c1ccc(Br)cc1
→ -7%	161%[activator]	-66*	-8%	-10%	1%
- O=C(CN(C(=O)c1cc2c(s1)CCC2)C1CCCC1)NCc1cccs1
→ -9%	-26%	42	-3%	-2%	13%
- CCOc1ccc(N2CC(O)=C(c3nc4ccccc4c(=O)[nH]3)C2=N)cc1
→ -4%	0%[11.4 µM]	-31	2%	-2%	5%
- O=C(c1ccco1)N1N=C2CCCCCC2C1(O)C(F)(F)F (centres undefined)
→ -8%	1%	-66*	15%	8%	0%
- Cc1ccnc(NS(=O)(=O)c2ccc(-n3cccn3)cc2)c1
→ 8%	-3%	22	-3%	-24%	-3%
- CCCCOc1nc2c(c(=O)n(C)c(=O)n2C)n1C
→ 2%	-3%	-30	-7%	30%	4%
- COc1ccc(N/C=C/C(=O)c2ccc(OC)c(OC)c2)cc1
→ -6%	61%[activator]	?	3%	0%	-14%
- O=C(CC1C(=O)NCCN1Cc1cccc(Oc2ccccc2)c1)NCCc1ccccn1 (centres undefined)
→ 11%	157%[activator]	23	52%[activator]	?	-20%

The list continues.
Order of values: AmpC inh detg	AmpC inh no detg	HCMV antiviral	AMA1-RON2 inh	Sm TGR inh	FBPA Giardia inh
- COc1ccccc1CNC(=O)CN1C(=O)NC2(CCCc3ccccc32)C1=O (centres undefined)
→ 10%	-4%	2	3%	1%	·
- CC1C(=O)Nc2ccc(S(=O)(=O)N3CCc4ccccc4C3)cc2NC1=O (centres undefined)
→ -1%	-17%	-21	9%	-35%	10%
- O=C(O)c1ccc(NC(=S)NC(=O)c2cccc(COc3ccccc3)c2)cc1
→ 2%	-47%	0	64%[activator]	25µM*	-2%
- O=c1cc(N2CCc3ccccc3C2)[nH]c(=O)n1-c1ccc(Br)cc1
→ 2%	-21%	-18	-2%	1%	3%
- O=C1c2ccccc2C(Nc2ccc3c(c2)OCCO3)N1c1ccc(Cl)cn1 (centres undefined)
→ -15%	-15%	-16	-3%	-9%	-20%
- CC(=O)c1ccc(CCCCCCCCCC(=O)O)s1
→ -1%	-32%	25	11%	7%	?
- COc1ccc(OCc2nnc(SCC(=O)N(C)Cc3ccccc3)n2N)cc1
→ -9%	-8%	11	-17%	10%	-14%
- O=c1c2ccccc2nc(SCc2cn3ccsc3n2)n1-c1ccc(F)cc1
→ -2%	0%	-77*	-15%	9%	5%
- COC(=O)C1=C(C)N(Cc2ccc(OC)c(OC)c2)C(=O)C1
→ ?	21%	8	-7%	-4%	-14%
- CN(c1ccc(F)cc1)S(=O)(=O)c1ccc(Cl)c(C(=O)OCC(=O)NCc2ccco2)c1
→ -14%	-26%	-1	-7%	?	2%
- Cc1ccc(C2=NN(CC(=O)NCCN(C)C)C(=O)CC2)cc1
→ -1%	-2%	-4	11%	71%[activator]	0%
- CNC(=O)/C(C#N)=C\c1ccc(CNS(=O)(=O)c2ccc(Cl)cc2)o1
→ -8%	-10%	-22	-1%	-9%[57.1 µM]	0%
